Hsp70 act – transcriptional activators of Hsp70. HeLa Hsp70 promoter luciferase reporter, luminescence; scaled: vehicle 0, proteasome-inhibitor control 100%. activation, % at 10 µM. 0.04% of 200,000 active;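 active means activation above the mean across all tested compounds plus 3 SD, cutoff set per campaign, cut at about 5.5% in these data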;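 further: 100% = MG132 at 30 µM as the positive control and 0% = DMSO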
Diaph act CS – counter-screen for diaphorase-based assays: diaphorase activators and chemical reducers. activation factor at 20 µM. Diaphorase/resazurin coupled assay, resorufin fluorescence, 16 min; active compounds read high; 1 = vehicle wells, 0 = NADH-free wells. AID 1229. 0.005% of 190,000 active;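 active means diaphorase activity raised at least twofold by the compound at 20 µM; inactive means activation factor below 2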
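Material: bacterial diaphorase enzyme (C. kluyveri); amount: enzyme 0.07 U/mL final; reagent: NADH substrate 0.114 mM plus resazurin dye 0.1 mM, final; doses: single compound dose of 20 µM, 1% DMSO final; timing: 16 min enzyme reaction, ambient temperature; measured by: fluorescence of resorufin, 544 nm excitation, 590 nm emission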
STAT1 act – increases IFN-gamma driven STAT1 reporter signal | NIH 3T3 STAT1-luciferase reporter, luminescence; 100% = IFN-gamma alone, no compound | activation (% of control), % at 5.5 µM | 2.6% of 200,000 active | AID 932;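 active means activation above the screen-wide mean activation plus 3 SD, cut at about 130% in these data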;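 further: raw ratio to IFN-gamma control signal so 100% means no change and 0% no light; values of inactives mirror those of a sister screen read the other way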
STAT3 inh – STAT3 signaling inhibition | U3A cells, IL-6 STAT3-luciferase reporter, luminescence; host cell line lacks STAT1 | inhibition, % at 5.5 µM | 0.89% of 190,000 active;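 active means inhibition above the mean inhibition across all screened compounds plus 3 SD, cut at about 44% in these data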;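 further: 0% = DMSO only wells and 100% = 100 µM nifuroxazide control wells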
G6PDH counter – inhibits Leuconostoc G6PDH, flagging false hits in G6PDH-based assays; inhibition, % at 5 µM; 0.12% of 200,000 active; AID 1020; Purified L. mesenteroides G6PDH, diaphorase/resazurin coupled fluorescence, 45 min; in the data active means inhibition above about 50%
STAT1 blocker – inhibitors of IFN-gamma induced STAT1 signaling. inhibition, % at 5.5 µM. AID 920. 0.35% of 200,000 active. NIH 3T3 STAT1-luciferase reporter, luminescence;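 active means inhibition above a set limit, the mean inhibition across all tested compounds plus 3 SD, cut at about 34% in these data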;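 further: 0% = IFN-gamma with DMSO and 100% = IFN-gamma with 300 µM nifuroxazide; values of inactives mirror those of a sister screen read the other way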
Diaph inh CS – inhibits diaphorase or chemically oxidizes, flagging diaphorase assay artifacts; diaphorase resazurin-to-resorufin fluorescence, NADH, 16 min; bacterial (C. kluyveri) enzyme, not human; inhibition, % at 20 µM; 0.69% of 190,000 active;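 active means primary screen inhibition at 20 µM above a set limit, cut at about 50% in these data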;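 further: plate controls were DMSO with full reaction for no effect and wells lacking NADH for full effect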
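Test system: diaphorase enzyme from Clostridium kluyveri; amount: diaphorase at 0.14 U/mL in enzyme working solution; detection: fluorescence of resorufin formed from resazurin, Ex 544/Em 590 nm; times: reaction incubation of 16 min at room temperature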
APP transl inh – APP translation inhibition; SH-SY5Y APP 5'UTR-luciferase reporter, luminescence; inhibition, % at 2 µM; 0.82% of 190,000 active; AID 1285;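 active means inhibition above a set limit, derived from the sample mean plus 3 SD, cut at about 45% in these data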; further: values of inactives mirror those of a sister screen read the other way
TLR4-MyD88 BLA – TLR4-MyD88 interaction inhibition in cells; O00206+Q99836; HeLa CL3-4 TLR4/MyD88 BLA complementation, FRET ratio; inhibition, % at 8.4 µM; 0.18% of 200,000 active; AID 861; in the data active means inhibition above about 25%;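 further: 0% = vehicle and 100% = reference inhibitor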
Target sequence (O00206 whole entry, looked up): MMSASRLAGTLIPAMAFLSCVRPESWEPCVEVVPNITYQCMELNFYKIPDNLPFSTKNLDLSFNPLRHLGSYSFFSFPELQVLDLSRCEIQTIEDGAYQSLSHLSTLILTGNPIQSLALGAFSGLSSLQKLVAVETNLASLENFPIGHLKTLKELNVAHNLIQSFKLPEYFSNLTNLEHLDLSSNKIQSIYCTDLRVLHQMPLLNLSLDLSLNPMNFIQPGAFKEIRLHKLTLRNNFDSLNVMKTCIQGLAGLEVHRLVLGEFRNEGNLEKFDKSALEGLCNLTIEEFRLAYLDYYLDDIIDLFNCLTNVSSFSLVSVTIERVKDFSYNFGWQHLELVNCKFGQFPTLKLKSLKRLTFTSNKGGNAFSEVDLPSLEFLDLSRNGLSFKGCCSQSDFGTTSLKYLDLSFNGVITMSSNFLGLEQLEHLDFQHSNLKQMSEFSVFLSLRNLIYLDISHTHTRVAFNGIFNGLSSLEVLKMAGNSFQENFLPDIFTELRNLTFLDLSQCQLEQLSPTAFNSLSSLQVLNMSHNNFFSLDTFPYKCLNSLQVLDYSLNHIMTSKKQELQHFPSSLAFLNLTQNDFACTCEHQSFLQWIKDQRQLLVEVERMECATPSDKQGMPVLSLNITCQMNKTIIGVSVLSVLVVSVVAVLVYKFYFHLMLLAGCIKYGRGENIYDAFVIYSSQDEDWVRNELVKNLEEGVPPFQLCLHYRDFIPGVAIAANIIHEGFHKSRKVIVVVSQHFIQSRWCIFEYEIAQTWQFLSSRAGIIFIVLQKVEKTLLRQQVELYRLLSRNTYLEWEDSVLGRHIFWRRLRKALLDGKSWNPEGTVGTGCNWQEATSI
Target sequence (Q99836 whole entry, looked up): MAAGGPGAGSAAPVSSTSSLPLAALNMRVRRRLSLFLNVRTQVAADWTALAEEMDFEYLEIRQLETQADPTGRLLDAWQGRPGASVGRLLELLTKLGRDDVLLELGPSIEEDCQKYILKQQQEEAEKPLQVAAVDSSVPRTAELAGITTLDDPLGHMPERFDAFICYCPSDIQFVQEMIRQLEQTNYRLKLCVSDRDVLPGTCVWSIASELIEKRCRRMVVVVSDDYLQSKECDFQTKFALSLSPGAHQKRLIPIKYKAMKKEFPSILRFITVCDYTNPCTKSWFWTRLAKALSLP
STAT3 act – STAT3 signaling activation | U3A cells, IL-6 STAT3-luciferase reporter, luminescence; 100% = signal with IL-6 EC80 alone | activation (% of control), % at 5.6 µM | 0.91% of 190,000 active | AID 871;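 active means activation above the screen-wide mean of compound activation plus 3 SD, cut at about 130% in these data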;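 further: 0% = background luminescence of wells with medium and substrate only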
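Test system: human U3A cells carrying STAT3-luciferase construct; control set: IL-6-only wells as 100% reference; timing: compound pre-incubation 1 h before IL-6, then 6 h stimulation at 37 °C; also added: IL-6 stimulus at 33 ng/mL final; evaluation: % activation versus median of IL-6-stimulated wells; detection: reporter luminescence signal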
Active calls of the source: *; / = no result given.

Results follow in this order: Hsp70 act	Diaph act CS	STAT1 act	STAT3 inh	G6PDH counter	STAT1 blocker	Diaph inh CS	APP transl inh	TLR4-MyD88 BLA	STAT3 act
1	CCc1ccc(OCC(=O)NC(C)(C)C)cc1
→ -0.1	0.8	103	4	8	-3	16	3	-13	94
2	O=C(Nc1ccc(Br)cc1Cl)NC1CC1
→ -0.3	0.8	89	34	7	11	23	-4	1	78
3	O=C(NCc1cn2ccccc2n1)c1ccccc1
→ -0.1	0.9	106	-1	7	-8	10	-17	-5	106
4	COc1cc2cc(CN(Cc3cccnc3)C(=O)NCc3ccccc3)c(=O)[nH]c2cc1OC
→ -0.2	1	88	2	5	13	3	-18	-11	100
5	COc1ccc(N(CC(=O)Nc2cc(Cl)ccc2OC)S(=O)(=O)c2c(C)noc2C)cc1
→ 0.0	0.8	97	3	-3	4	25	54*	14	103
6	Oc1ccc(-c2nccc(-c3ccc(Cl)cc3)n2)cc1
→ -0.1	0.8	118	12	1	-19	20	-25	-7	92
7	Cc1ccc(CS(=O)(=O)CCC(=O)NCC2CCCO2)cc1 (configuration not stated)
→ -0.2	0.9	98	7	-11	2	11	-6	-4	97
8	Cc1ccc(NC(=O)C2CC(=O)n3ncnc3N2)cc1C (configuration not stated)
→ -0.3	0.8	95	13	2	7	19	17	-14	93
9	CC(=O)N1CCN(c2ccc(S(=O)(=O)NCCN(C(C)C)C(C)C)cc2[N+](=O)[O-])CC1
→ -0.2	0.9	97	4	4	3	6	-6	12	104
10	O=S(=O)(c1cnc[nH]1)N1CCN(c2ccccc2)CC1
→ -0.2	0.8	101	4	-10	-1	15	4	-13	105
11	O=C(O)c1ccccc1C(=O)c1ccc(N2CCCC2)c([N+](=O)[O-])c1
→ 0.3	1	107	3	2	-11	3	-20	9	101
12	CC1CCN(c2ccc(/C=N\Nc3nncn3N)cc2[N+](=O)[O-])CC1
→ 0.0	0.8	119	-1	-20	-21	23	4	-3	99
13	O=C(N/N=C/c1cc(Cl)ccc1O)c1ccc(Br)cc1
→ 0.1	1	100	9	7	0	4	56*	2	93
14	CCNC(=S)N/N=C/c1cc(C)ccc1C
→ -0.3	0.9	95	14	-6	6	13	11	-2	90
15	CCOC(=O)c1c(C)[nH]c(C(=O)OCC(=O)N(C)C2CCS(=O)(=O)C2)c1C (configuration not stated)
→ -0.5	0.9	103	6	-5	-3	5	-8	-4	101
16	c1ccc(-n2ncc3c(N4CCN(c5ccccn5)CC4)nc(N4CCCCCC4)nc32)cc1
→ -0.2	1	93	3	23	7	-2	11	-1	100
17	O=C(NC1CCCCC1)C1CCN(S(=O)(=O)N2CCCCCC2)CC1
→ -0.3	1.1	94	-5	8	6	-9	-14	-9	107
18	Oc1ccc(Br)cc1CNn1cnnc1
→ -0.2	1.1	98	-4	7	3	-7	4	-11	106
19	C/C(CC(=O)N1CCN(C=O)CC1)=N\NC(=O)c1cc2ccccc2cc1O
→ 0.1	0.1	100	-12	3	0	88*	-4	5	108
20	O=C(O)c1ccccc1SC1CC(=O)N(c2ccccc2)C1=O (configuration not stated)
→ -0.1	0.9	91	6	-2	10	7	-4	1	93

(continued)
Results follow in this order: Hsp70 act	Diaph act CS	STAT1 act	STAT3 inh	G6PDH counter	STAT1 blocker	Diaph inh CS	APP transl inh	TLR4-MyD88 BLA	STAT3 act
21	CC(C)(C)OC(=O)NCCCC[C@H](NC(=O)c1nc[nH]c1C(=O)N1CCN(C(=O)OC(C)(C)C)CC1)C(=O)OC(C)(C)C
→ 0.0	0.9	99	/	11	2	9	-17	-18	/
22	COC(=O)COc1ccc(S(=O)(=O)N2CCN(c3ccc(OC)cc3)CC2)cc1
→ -0.4	0.8	97	0	11	2	17	-16	11	103
23	CCN(CC)C(=O)N1CCN(C)CC1
→ 0.1	0.9	/	/	8	/	7	8	/	/
24	CC1CCc2sc(C(=O)OCC(=O)NCc3ccccc3)cc2C1 (configuration not stated)
→ -0.4	1	107	-13	-12	-7	-2	16	3	107
25	CCCCC12CN3CCN(CC(C3)/C1=N\NC(=O)Nc1ccccc1)C2
→ 0.0	0.8	99	2	-3	1	17	3	6	99
26	N#C/C(=C/c1cccs1)c1nc2ccccc2[nH]1
→ -0.1	1	145*	-7	2	-50	-2	-68	11	108
27	O=C(Oc1ccc(C(=S)N2CCOCC2)cc1)c1ccccc1
→ 0.0	0.9	113	2	-1	-15	10	-1	7	105
28	c1ccc(CCSc2ncnc3nc[nH]c23)cc1
→ -0.3	0.9	122	1	1	-25	12	-28	-3	100
29	COc1cc(NC(=O)CCc2nc(-c3cccs3)no2)cc(OC)c1OC
→ -0.3	0.9	94	13	7	7	9	-10	6	92
30	COc1ccccc1Oc1ccc(S(=O)(=O)Nc2cccnc2)cc1
→ 0.1	0.9	93	49*	-1	13	10	-16	0	61
31	CC(=O)Nc1cccc(S(C)(=O)=O)c1
→ -0.3	0.9	100	24	3	0	7	-2	11	82
32	Cc1csc(SCc2ccc(C(=O)O)cc2)n1
→ -0.3	0.9	100	-9	3	0	10	-28	-11	108
33	CCN1C(=O)C(C)S/C1=N\S(=O)(=O)c1ccc(F)cc1 (configuration not stated)
→ -0.5	1	98	-2	-3	4	4	1	2	100
34	CCC(CC)c1nnc(NS(=O)(=O)Cc2ccccc2)s1
→ 0.2	1	97	14	10	0	-1	5	3	91
35	Cc1ccc(NC(=O)Cn2cc(S(=O)(=O)c3ccc(F)cc3)c(=O)c3cc(F)ccc32)cc1
→ -0.3	1.1	105	-3	17	-6	-6	10	13	103
36	COc1ccccc1NC(=O)COC(=O)Cc1cccs1
→ 0.2	0.9	101	-9	1	-3	14	15	0	111
37	Cc1ccc(CC(=O)NCCS(=O)c2ccc(C)cc2)cc1 (configuration not stated)
→ 0.0	0.9	108	-9	6	-9	9	6	-2	109
38	C=CCn1c(O)c(C=Nc2ccc(Cc3ccncc3)cc2)c(=O)[nH]c1=S
→ -0.3	1	103	9	5	-3	4	-19	12	93
39	O=C1CC(c2ccco2)Cc2nc(N3CCc4ccccc4C3)ncc21 (configuration not stated)
→ 0.0	0.8	98	5	16	2	22	-1	-2	99
40	CCN(CC(=O)Nc1cccc(F)c1)Cc1nc2ccccc2c(=O)[nH]1
→ 0.1	0.9	96	1	-2	2	8	8	1	101

Reformatted: 10 of the compounds above.
nr | Compound | Hsp70 act | Diaph act CS | STAT1 act | STAT3 inh | G6PDH counter | STAT1 blocker | Diaph inh CS | APP transl inh | TLR4-MyD88 BLA | STAT3 act
31 | CC(=O)Nc1cccc(S(C)(=O)=O)c1 | -0.3 | 0.9 | 100 | 24 | 3 | 0 | 7 | -2 | 11 | 82
32 | Cc1csc(SCc2ccc(C(=O)O)cc2)n1 | -0.3 | 0.9 | 100 | -9 | 3 | 0 | 10 | -28 | -11 | 108
33 | CCN1C(=O)C(C)S/C1=N\S(=O)(=O)c1ccc(F)cc1 (configuration not stated) | -0.5 | 1 | 98 | -2 | -3 | 4 | 4 | 1 | 2 | 100
34 | CCC(CC)c1nnc(NS(=O)(=O)Cc2ccccc2)s1 | 0.2 | 1 | 97 | 14 | 10 | 0 | -1 | 5 | 3 | 91
35 | Cc1ccc(NC(=O)Cn2cc(S(=O)(=O)c3ccc(F)cc3)c(=O)c3cc(F)ccc32)cc1 | -0.3 | 1.1 | 105 | -3 | 17 | -6 | -6 | 10 | 13 | 103
36 | COc1ccccc1NC(=O)COC(=O)Cc1cccs1 | 0.2 | 0.9 | 101 | -9 | 1 | -3 | 14 | 15 | 0 | 111
37 | Cc1ccc(CC(=O)NCCS(=O)c2ccc(C)cc2)cc1 (configuration not stated) | 0.0 | 0.9 | 108 | -9 | 6 | -9 | 9 | 6 | -2 | 109
38 | C=CCn1c(O)c(C=Nc2ccc(Cc3ccncc3)cc2)c(=O)[nH]c1=S | -0.3 | 1 | 103 | 9 | 5 | -3 | 4 | -19 | 12 | 93
39 | O=C1CC(c2ccco2)Cc2nc(N3CCc4ccccc4C3)ncc21 (configuration not stated) | 0.0 | 0.8 | 98 | 5 | 16 | 2 | 22 | -1 | -2 | 99
40 | CCN(CC(=O)Nc1cccc(F)c1)Cc1nc2ccccc2c(=O)[nH]1 | 0.1 | 0.9 | 96 | 1 | -2 | 2 | 8 | 8 | 1 | 101

Following part
Results follow in this order: Hsp70 act	Diaph act CS	STAT1 act	STAT3 inh	G6PDH counter	STAT1 blocker	Diaph inh CS	APP transl inh	TLR4-MyD88 BLA	STAT3 act
41	C=CCCC1(C)C(=O)N(c2ccccc2)c2ccccc21 (configuration not stated)
→ 0.0	0.9	106	-7	7	-7	12	7	-15	109
42	COc1ccccc1NC(=O)c1c(C)oc2c1CCCC2
→ -0.3	0.8	95	18	12	2	22	3	6	87
43	Cc1ccc(/C=C/C(=O)OC(C)C(=O)Nc2ccc(Cl)cn2)o1 (configuration not stated)
→ -0.1	0.9	105	-10	7	-5	10	6	5	111
44	O=C1Nc2ccc([N+](=O)[O-])cc2OC1CCN1CCCC1 (configuration not stated)
→ -0.1	0.9	98	0	9	2	10	-19	10	104
45	CC(/C=N/NC(=O)c1cc(C(C)C)[nH]n1)=C\c1ccccc1
→ -0.2	0.9	113	-4	-23	-15	15	-21	0	103
46	CN(CC(=O)NCc1cccc(F)c1)C(=O)c1ccco1
→ 0.2	0.8	99	11	0	1	18	12	-15	95

Compound activity deposited in PubChem BioAssay by several laboratories.
